Assay outcomes from PubChem.
OX1R antag-1: OX1R (HCRTR1) antagonists, primary screen, fluorescence, CHO/OX1R cells, Fluo-8 calcium, orexin A | Orexin/Hypocretin receptor type 1 (Homo sapiens), O43613 | Fluo-8 calcium fluorescence | inhibition, % at 5 µM | 330,000 tested, 0.43% active | AID 434989, 2010;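 active = inhibition above its plate's threshold, mean inhibition of all tested compounds on the plate plus 3 SD, cut at about 37% in these data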;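 note: 0% = orexin A challenge wells and 100% = SB-334867-A antagonist wells; not every result past the cut was called active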
CHT allo act: CHT positive allosteric modulators, primary screen, cell-based, membrane potential dye, choline EC20. High affinity choline transporter 1 (Homo sapiens), Q9GZV3. CHT-expressing cells; active compounds read high; LV-AA mutant CHT in HEK293 cells. B-score at 10 µM. 310,000 tested, 0.49% active. AID 488977, 2010;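 active = initial fluorescence not abnormally high and integrated response B-score, plate-corrected, over 3 SD above library mean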
Target sequence (Q9GZV3 whole entry, looked up): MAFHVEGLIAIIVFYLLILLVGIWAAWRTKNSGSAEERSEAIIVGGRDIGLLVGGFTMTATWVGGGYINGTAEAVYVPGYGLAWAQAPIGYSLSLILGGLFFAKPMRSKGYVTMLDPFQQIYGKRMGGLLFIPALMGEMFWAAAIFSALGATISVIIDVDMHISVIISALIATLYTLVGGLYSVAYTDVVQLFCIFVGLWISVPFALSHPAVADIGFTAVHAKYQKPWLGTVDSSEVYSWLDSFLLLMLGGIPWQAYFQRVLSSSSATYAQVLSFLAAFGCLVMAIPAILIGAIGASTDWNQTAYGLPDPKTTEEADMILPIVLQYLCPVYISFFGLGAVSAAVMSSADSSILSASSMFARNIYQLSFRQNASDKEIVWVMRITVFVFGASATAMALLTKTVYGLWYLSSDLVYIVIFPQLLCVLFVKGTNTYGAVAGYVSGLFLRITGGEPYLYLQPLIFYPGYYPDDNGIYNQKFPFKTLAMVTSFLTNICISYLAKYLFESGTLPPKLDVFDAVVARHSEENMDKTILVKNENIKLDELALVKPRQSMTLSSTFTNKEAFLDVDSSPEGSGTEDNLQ
OX1R antag-2: antagonists of human orexin 1 receptor (OX1R) | Orexin/Hypocretin receptor type 1 (Homo sapiens), O43613 | 330,000 tested, 1.8% active | inhibition, % at 6.6 µM | AID 485270, 2010 | OX1R-expressing cells, FRET antagonist read-out; in the data active = inhibition mostly above about 38%, no sharp cut-off; inactive = mostly below about 40%;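 note: 0% = agonist challenge alone and 100% = reference antagonist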
Active calls of the source: *; i = inactive; · = not tested or not shown. Random draw from the library. Share with any hit: about 2.5%.

SMILES	OX1R antag-1	CHT allo act	OX1R antag-2
O=C(Cn1ncc2c1-c1ccccc1OC2)N1CCc2ccccc21	-24	i	30
CCOC(=O)c1cc(CC)sc1NC(=O)COc1ccc2c(C)cc(=O)oc2c1	1	i	10
Cc1ccc(S(=O)(=O)N(C)C)cc1-n1c(SCC(=O)N(C)C)nc2ccccc2c1=O	-34	i	-2
O=C(ONC1=NCCCCC1)c1ccc([N+](=O)[O-])cc1	3	i	50*
CCOC(=O)c1oc2ccccc2c1COC(=O)CNC(=O)c1cc(OC)c(OC)c(OC)c1	-32	i	35
CCOC(=O)C1=C(O)C(=O)N(C2CCCCC2)C1	2	i	1
CC(=O)c1cn(S(=O)(=O)c2ccccc2)c2ccccc12	-13	i	24
CC(Sc1nc(-c2ccccc2)cc(C(F)(F)F)n1)C(=O)N1CCC(C(N)=O)CC1 (stereo unspecified)	-16	i	21
Cc1nn(CC(=O)NC2CCC(C)CC2)c(C)c1[N+](=O)[O-] (stereo unspecified)	-9	·	3
O=C(CNC(=O)c1cccc(Br)c1)N/N=C/c1cccs1	-19	i	7
O=c1[nH]c(-c2ccccc2)cnc1-c1ccccc1	1	i	19
Cc1cc(C)n2nc(C(=O)OCC(=O)Nc3ccc(C)c(S(=O)(=O)N4CCOCC4)c3)nc2n1	0	·	5
CC(=O)Nc1ccc(S(=O)(=O)Nc2nc3ccccc3nc2N2CCc3ccccc3C2)cc1	-21	i	19
C=CCOc1ccc(/C(O)=C2\C(=O)C(=O)N(CCCOC)C2c2ccc(O)c(OC)c2)cc1 (stereo unspecified)	-10	i	24
O=C(Nc1ccc(Cl)c([N+](=O)[O-])c1)C(NCCCO)c1ccccc1 (stereo unspecified)	-18	i	14
Cc1ccccc1CN1CCN(C(=O)c2cccc3ccccc23)CC1	-7	i	13
CCOC(=O)N1CCN(C(=O)c2nn(-c3ccc(C)cc3)c(=O)c3c2c2ccccc2n3C)CC1	-32	i	6
CC1CC(NC(=O)c2cnc3n(c2=O)CCS3)CC(C)(C)C1 (stereo unspecified)	-27	i	8
Cc1cccc(N2CCN(S(=O)(=O)c3ccc4c(c3)CCCN4C(=O)C3CCC3)CC2C)c1 (stereo unspecified)	-29	i	6
COc1ccccc1N1C(=NC(=O)COc2ccccc2)SC2CS(=O)(=O)CC21 (stereo unspecified)	-14	i	1
CCCS(=O)(=O)N1CCCC(C(=O)NCCN2CCCCC2C)C1 (stereo unspecified)	-16	i	15
CCOc1ccc(CCNC(=O)COC(=O)c2cccc(S(=O)(=O)N3CCCC3)c2)cc1OCC	-20	i	12
Cc1ccc(NC(=O)CN2CCN(Cc3ccccc3)CC2)cc1	-11	i	-5
NC(=O)[C@H]1CC2(CC(c3cccc(NC(=O)COc4ccc(Cl)cc4)c3)=NO2)CN1C(=O)c1ccc(Cl)cc1 (stereo partly specified)	10	i	5
CCOC(=O)CC(=O)CSC1=C(C#N)C(c2ccccc2OC)CC(=O)N1 (stereo unspecified)	-16	i	-5
CCn1c(C)nc2cc(C(=O)N3N=C(CCOC)CC3(O)C(F)(F)F)ccc21 (stereo unspecified)	-11	i	10
COc1cc(OC)cc(C(=O)Nc2nc(CC(=O)NC(C)c3ccccc3)cs2)c1 (stereo unspecified)	-27	i	6
COc1ccc(OCCSc2n[nH]c(N)n2)cc1	-23	i	14
NS(=O)(=O)c1cccnc1Nc1cccc(C(F)(F)F)c1	-4	i	17
CCN(C(=O)COC(=O)c1cccnc1Nc1cccc(C(F)(F)F)c1)C1CCS(=O)(=O)C1 (stereo unspecified)	-29	i	24
O=C(NC(=S)N1CCCCC1)C12CC3CC(CC(C3)C1)C2	-40	i	-1
Fc1cccc(Nc2c3c(nc4ccccc24)CCC3)c1	-20	i	6
O=C(CN1CCCC1)Nc1ccc([N+](=O)[O-])cc1	-19	i	19
CC(C)Oc1ccc(C(=O)NCc2cccnc2)cc1	-3	i	7
CCOC(=O)c1sc(NC(=O)c2cc(-c3ccccc3)nc3ccccc23)c(C#N)c1C	3	i	42
COC(=O)c1c(C)oc2ccc(N(C(=O)c3ccncc3)S(=O)(=O)c3ccc(C)cc3)cc12	39*	i	32
COC(=O)C1=C(C)N(Cc2ccco2)C(=O)N[C@@H]1c1ccco1	-52	i	13
CCOc1ncccc1C(=O)OCC(=O)Nc1ccc(C)c(S(=O)(=O)N(C)C)c1	-14	i	27
FC(F)(F)c1cnc(Oc2cccc3ccccc23)c(Cl)c1	-2	i	11
CC1(C)CC(=O)c2sc(NS(=O)(=O)c3cc(Cl)ccc3Cl)nc2C1	-7	i	6
C=CCc1ccccc1OCC(O)CN1CCN(CCN2C(=O)c3cccc4cccc(c34)C2=O)CC1 (stereo unspecified)	-19	i	8
COc1cc(C2/C(=C(\O)c3ccc4c(c3)CC(C)O4)C(=O)C(=O)N2CCN2CCOCC2)cc(OC)c1OC (stereo unspecified)	-19	i	7
COc1ccc(C(=O)Nc2ccc(N3CCN(C(=O)C(C)C)CC3)cc2)cc1[N+](=O)[O-]	-16	i	9
O=C(CCn1cccn1)Nc1ccc2c(c1)OCO2	-9	i	2
COCCOC1CCN(C(=O)C2CCC(=O)N(Cc3cccc(F)c3)C2)CC1 (stereo unspecified)	-6	i	13
CCCCC(=O)Nc1ccc(C(=O)NCc2ccncc2)cc1	0	i	7
CSC1=C(C#N)C(c2cccc(Br)c2)CC(=O)N1 (stereo unspecified)	-12	i	21
C/C(O)=c1/ccc2cccc3nc(C)nc1c23	-15	i	14
c1ccc(CSc2nnc(-c3ccncc3)o2)cc1	-12	i	22
O=C(Nc1nncs1)c1ccc(N2C(=O)C3C4C=CC(C4)C3C2=O)cc1 (stereo unspecified)	-17	i	11

Following part
SMILES	OX1R antag-1	CHT allo act	OX1R antag-2
O=C(COc1ccc(Cl)cc1)N1CCN(c2ccc([N+](=O)[O-])c(N3CCOCC3)c2)CC1	-17	i	30
CCOC(=O)C1=C(c2ccccc2)OC(N)=C(C#N)C1C(C)C (stereo unspecified)	-12	i	24
O=C(CSc1n[nH]c(-c2ccco2)n1)Nc1ccccc1Cl	-15	i	18
Cc1cc(C)c(OCCCCCNCCO)c(C)c1	-5	i	0
COc1ccc(CCN2C(=O)C3C4C=CC(C3C2=O)C2C(=O)N(CCc3ccc(OC)c(OC)c3)C(=O)C42)cc1OC (stereo unspecified)	-17	i	10
COc1ccc(C(CNC(=O)COc2ccc(Br)cc2F)N2CCCC2)cc1 (stereo unspecified)	-39	i	4
C#CCOCCOCCOCCNc1nc(N2CCN(C(=O)[C@H]([C@@H](C)CC)n3cc(CCCN=C(N)N)nn3)CC2)nc(N2CCN(C(=O)[C@H](CCCCN)n3cc(CCCC)nn3)CC2)n1	-15	i	29
CN(c1ccccc1)S(=O)(=O)c1ccc(C(=O)Nc2nnc(-c3ccco3)o2)cc1	-20	i	19
O=C(c1ccc(Cl)c([N+](=O)[O-])c1)N(Cc1ccc(F)cc1)C1CCS(=O)(=O)C1 (stereo unspecified)	-35	i	11
Cn1ccc(C(=O)NC(=S)N2CCSCC2)n1	-3	i	1
Cc1cccc(Cc2nnc(NC(=O)c3cccc(S(=O)(=O)N4CCOCC4)c3)s2)c1	-4	i	16
COCC1CCN(Cc2nc(-c3ccc4c(c3)OCO4)no2)C1 (stereo unspecified)	-24	i	7
O=C(NCc1ccc(Cl)cc1)c1ccc(Br)o1	-4	i	7
CC(C)OCCCNC(=O)C(NS(=O)(=O)c1ccc2c(c1)c(=O)n(C)c(=O)n2C)c1ccccc1 (stereo unspecified)	-21	i	12
CC(C)(C)C(=O)N(CCN(C(=O)C(C)(C)C)c1ccccc1)c1ccccc1	-13	i	11
Cc1ccc2nc(-c3ccccn3)c(Nc3ccccc3C)n2c1	-2	i	25
Nc1nnc(-c2cc3ccccc3oc2=O)s1	-18	i	152*
CC1(C)C(c2cccs2)=[N+]([O-])C2(CCCCC/C2=N\NC(N)=S)N1O (stereo unspecified)	-10	i	-4
COc1ccc(C2C(C(=O)c3cccs3)=C(O)C(=O)N2c2nncs2)cc1 (stereo unspecified)	10	i	12
Cn1c2c(c(=O)n(C)c1=O)C(CC(=O)Nc1ccc(F)cc1)C(=O)N2 (stereo unspecified)	-16	i	16
O=C(COC(=O)Cc1ccccc1F)Nc1ccc2[nH]c(=O)[nH]c2c1	-7	i	2
CSc1nsc(SC)c1NC(=O)OCc1ccccc1	-29	i	17
O=C1C(=C(c2ccccc2)c2ccccc2)Nc2ccccc21	0	i	21
CN(CC(=O)Nc1ccccc1)CC(=O)Nc1ccccc1Cl	-21	i	-2
COC(=O)c1cc(S(=O)(=O)NC2CCC(C)CC2)cn1C (stereo unspecified)	-17	i	22
CC(C)OC(=O)CN1C(=O)C(C)(C)Oc2ccc(C(=O)NC3CC3)cc21	-7	i	8
CCCN1CNC(=S)N(CCc2ccccc2)C1	-1	i	3
O=C(CSc1nc(N2CCCCC2)nc(N2CCCCC2)n1)c1ccccc1	-34	i	33
Cc1ccc(C(=O)N2NC(c3ccc(F)cc3)C3C(=O)N(c4ccc(C)cc4)C(=O)C32)cc1 (stereo unspecified)	-18	i	6
CN(C)S(=O)(=O)c1ccc(C(=O)N2CCOCC2)cc1	3	i	1
Cc1ccc(NC(=O)c2cc(S(=O)(=O)N3CCCCC3)cs2)cc1	-27	i	29
O=C(COC(=O)c1cnccn1)c1ccc(Cl)cc1	-7	i	4
COC(=O)Cc1ccc(NC(=O)C(c2ccccc2)c2ccccc2)cc1	-21	i	14
CCc1ccc(-c2cc(C)no2)cc1S(=O)(=O)NCc1ccc(OC)c(OC)c1	-22	i	23
O=C1c2ccc3c4c(ccc(c24)C(=O)N1c1cccc(O)c1)CC3	0	i	39
COc1ccc(OCc2nnc(SCC(=O)N3C(C)CCCC3C)o2)cc1 (stereo unspecified)	-23	i	11
COc1ccccc1NC(=O)c1ccc(CN(c2cc(Cl)ccc2C)S(=O)(=O)c2ccccc2)cc1	-26	i	17
CCOc1cc(N2CCOCC2)c(OCC)cc1NC(=O)c1c(-c2ccccc2Cl)noc1C	-21	i	28
Cc1c(C(=O)CN2CCOCC2)[nH]c2ccccc12	-6	i	12
Cc1ccc(S(=O)(=O)N2CCC(Oc3cccc(C(F)(F)F)c3)CC2)cc1	-25	i	6
Cc1ccc2cccc(OCC(=O)Nc3ccc(N4CCOCC4)cc3)c2n1	-29	i	17
COc1cccc(-n2c(=O)c3cc(OC)c(OC)cc3n(CC(=O)Nc3cc(C)[nH]n3)c2=O)c1	-4	i	9
COCCCNC(=O)c1ccc(Cn2c(=O)c3ccccc3n(Cc3ccc(C)cc3)c2=O)cc1	-33	i	7
CCCS(=O)(=O)c1c(S(=O)(=O)CCC)c2c3ccccc3ccn2c1C(N)=O	-18	i	5
COc1ccc(NC(=O)C2CCCN2c2ccc(OC)c(OC)c2)cc1OC (stereo unspecified)	-17	i	31
Cc1cc(OCC(=O)OCC(=O)N2CCc3ccccc3C2)ccc1Cl	-25	·	7
Fc1ccc(C[n+]2csc3ccccc32)cc1	12	i	8
N#C/C(=C(/O)CN1CCOCC1)c1nc2ccccc2s1	-17	i	22
Cc1cc(C)c2sc(N)nc2c1	-5	i	2
CCC(CO)Oc1cc(NCc2ccccc2)c2ncn(C3CCCC3)c2c1 (stereo unspecified)	-34	·	13

Later entries:
SMILES	OX1R antag-1	CHT allo act	OX1R antag-2
COc1cc(/C=N/N=C(\N)c2nonc2N)cc(OC)c1O	-8	i	14
COc1ccc(C(=O)C2CCCN(Cc3cnc(N4CCOCC4)s3)C2)cc1F (stereo unspecified)	-17	i	9
COc1ccc(NC(=O)Nc2ccccc2)cc1S(=O)(=O)N1CCCCC1	7	i	9
Cc1nnc(SCc2ccc(Cl)cc2)n1CC1CCCO1 (stereo unspecified)	-14	i	1
CCc1cccc2c(C(=O)COC(=O)c3cccc(S(=O)(=O)N(C)C4CCCCC4)c3)c[nH]c12	-6	i	31
